Assay outcomes as filed in PubChem.
CRFR2-BP ag: agonists of human CRF-binding protein/CRF-R2 receptor complex; HEK293 CRF-R2/CRF-BP, calcium dye fluorescence (FLIPR); percent of saturating CRF peptide response; activation, % at 13.2 µM; 350,000 compounds, 0.46% hits; AID 588473;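 active = activation of at least 50%, plus an integration ratio under a set limit after plate pattern correction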;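 note: plate controls were neutral control wells without compound for no effect and CRF at EC100 for full effect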
TAAR1 agonist: agonists of human TAAR1. Q96RJ0. CHO RD-HGA16 TAAR1, Fluo-8 calcium fluorescence; vehicle wells 0%, saturating PEA agonist 100%. activation, % at 3 µM. 360,000 compounds, 0.99% hits. AID 624467;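 active = activation above the mean activation of all test compounds in the run plus 3 SD, cut at about 38% in these data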
Target sequence (Q96RJ0 whole entry, looked up): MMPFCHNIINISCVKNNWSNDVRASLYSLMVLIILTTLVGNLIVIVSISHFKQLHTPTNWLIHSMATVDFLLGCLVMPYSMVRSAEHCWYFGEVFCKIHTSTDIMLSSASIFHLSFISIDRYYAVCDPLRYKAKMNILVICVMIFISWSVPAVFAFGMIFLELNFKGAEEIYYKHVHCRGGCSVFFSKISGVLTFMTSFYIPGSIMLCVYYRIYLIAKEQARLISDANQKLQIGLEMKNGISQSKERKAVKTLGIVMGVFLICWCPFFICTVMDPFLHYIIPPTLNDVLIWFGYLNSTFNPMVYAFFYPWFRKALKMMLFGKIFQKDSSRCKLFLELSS
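Benchmarks: low control DMSO, high control PEA (EC100); System: CHO RD-HGA16 cells carrying human TAAR1 plus Gα16; Detection: Fluo-8 fluorescence, 5 s baseline then 140 s kinetic read; Schedule: 17-24 h plating, Fluo-8 75 min 37 °C, 30 min RT; Read-out basis: % activation from peak over basal fluorescence ratio, DMSO-to-PEA scaled.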
CHRM5 antagonist: antagonists of human muscarinic M5 receptor (CHRM5); inhibition, % at 3 µM; CHO-hM5 cells, Fluo-8 calcium fluorescence, ACh EC80; AID 624040; 360,000 compounds, 0.59% hits; P08912;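 active = inhibition above a per-plate cutoff, the mean of that plate's test compounds plus 3 SD, cut at about 27% in these data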;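 note: 0% = acetylcholine EC80 with DMSO and 100% = DMSO without agonist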
CRFR2-BP antag: CRF-BP/CRF-R2 complex antagonism; HEK293 CRF-R2/CRF-BP, CRF-induced calcium fluorescence; inhibition, % at 11.8 µM; 350,000 compounds, 0.59% hits;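 active = inhibition of the ligand-induced calcium signal above about 50% at the single tested concentration, limit read from the data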
M5 PAM: CHRM5 positive allosteric modulation; P08912; CHO-K1 hM5, Fluo-8 calcium, ACh EC20 PAM; 0% = ACh EC20, 100% = ACh EC100; activation, % at 3 µM; 360,000 compounds, 0.3% hits;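 active = activation above the run cutoff, the mean activation of all test compounds plus 3 SD, cut at about 18% in these data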
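System: CHO-K1 cell line with stable human muscarinic M5 receptor expression | Also added: EC20 acetylcholine as agonist stimulus | Compound: One concentration, 3 µM final (nominal) | Timing: Fluo-8 loading 80 min at 37 °C plus 30 min room temperature | Measured by: Fluo-8 calcium dye fluorescence, kinetic read | Read-out basis: % activation, ACh-normalized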
M5 ag: CHRM5 agonism in calcium assay. activation, % at 3 µM. CHO-K1 hM5 cells, Fluo-8 calcium fluorescence; 0% DMSO wells, 100% maximal acetylcholine response. P08912. AID 624037. 360,000 compounds, 0.19% hits;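 active = activation above the run's mean over test compounds plus 3 SD, cut at about 23% in these data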;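 note: signal is peak over basal fluorescence ratio across the kinetic read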
M4 PAM: CHRM4 positive allosteric modulation; P08173; CHO-K1 hM4/Gqi5, Fluo-8 calcium fluorescence, ACh EC20; 0% = ACh EC20, 100% = maximal ACh; activation, % at 3 µM; 360,000 compounds, 0.4% hits;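 active = activation above its plate's cutoff, the mean activation of sample wells plus 3 SD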; note: some results filed as inactive read as strong as hits
Target sequence (P08173 whole entry, looked up): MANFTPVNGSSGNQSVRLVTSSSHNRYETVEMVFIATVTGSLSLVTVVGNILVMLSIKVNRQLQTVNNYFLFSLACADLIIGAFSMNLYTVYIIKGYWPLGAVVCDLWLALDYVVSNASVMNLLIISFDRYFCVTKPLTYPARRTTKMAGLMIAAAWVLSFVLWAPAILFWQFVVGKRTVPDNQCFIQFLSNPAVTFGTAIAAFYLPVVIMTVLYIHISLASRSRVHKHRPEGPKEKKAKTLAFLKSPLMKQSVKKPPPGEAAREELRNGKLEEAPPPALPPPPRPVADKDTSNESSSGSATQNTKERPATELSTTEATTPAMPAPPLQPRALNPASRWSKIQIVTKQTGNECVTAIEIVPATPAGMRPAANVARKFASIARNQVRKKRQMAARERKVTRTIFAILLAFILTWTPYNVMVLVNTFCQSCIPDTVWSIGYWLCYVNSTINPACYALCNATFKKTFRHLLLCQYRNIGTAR
CHO-K1 Ca PAM: counter-screen for M1 PAMs: effect in parental CHO-K1 cells; ATP EC20, Fluo-8 calcium fluorescence; 0% at ATP EC20, 100% at ATP max; activation, % at 3 µM; 360,000 compounds, 0.02% hits; AID 602247;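 active = activation above the run cutoff, the mean activation of all test compounds plus 3 SD, cut at about 40% in these data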;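 note: peak over basal fluorescence ratio in a 140 s read after ATP addition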
TAAR1 antag: antagonists of human TAAR1 | Q96RJ0 | CHO RD-HGA16 TAAR1, Fluo-8 calcium fluorescence, antagonist | inhibition, % at 3 µM | 360,000 compounds, 1.5% hits | AID 624466;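 active = inhibition above a per-plate cutoff, the mean inhibition of test compounds on that plate plus 3 SD, cut at about 49% in these data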;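 note: 0% = DMSO plus EC80 beta-PEA response and 100% = DMSO alone without agonist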
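Assay system: CHO-derived RD-HGA16 cells stably expressing human TAAR1 plus Gα16. Timing: 140 s kinetic read after compound, 140 s after agonist. Technique: kinetic Fluo-8 calcium fluorescence measurement. Measure: % inhibition of agonist calcium response.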
* = called active by the depositor; x = no result given.

Abbreviations – A = CRFR2-BP ag; B = TAAR1 agonist; C = CHRM5 antagonist; D = CRFR2-BP antag; E = M5 PAM; F = M5 ag; G = M4 PAM; H = CHO-K1 Ca PAM; I = TAAR1 antag
> Cc1cc(C)n(Cc2ccc(C(=O)N/N=C/c3ccc(-c4ccc([N+](=O)[O-])cc4)o3)o2)n1
  A: 5.4; B: 8; C: -9; D: -9; E: 4; F: -4; G: 5; H: 6; I: 11

> COc1cc(OC)c2c(O)c3c(c(-c4c5c(c(O)c6c(OC)cc(OC)cc46)CO[C@@H](C)[C@H]5O)c2c1)[C@H](O)[C@H](C)OC3
  A: 33; B: x; C: -3; D: -11; E: -7; F: 1; G: 3; H: -5; I: x

> Cc1ccc([N+](=O)[O-])c(C)[n+]1C
  A: -1.8; B: 3; C: 1; D: 10; E: 3; F: 1; G: 6; H: 4; I: 7

> O=C(C1CC1)N1CCN=C1SCc1ccccc1
  A: -2.1; B: -1; C: -1; D: 13; E: -3; F: 4; G: 6; H: 6; I: -9

> O=C(Cc1ccc(Cl)cc1)N1CCN(c2ccc(F)cc2)CC1
  A: 0.2; B: 3; C: 4; D: -14; E: -2; F: 0; G: 0; H: -23; I: 8

> CCc1nc2c(OCc3ccc(Cl)cc3)cccn2c1N(C)C(=O)c1cccs1
  A: x; B: 3; C: 2; D: x; E: -6; F: -3; G: -2; H: -14; I: -25

> NC(=O)C1CCCN(C(=O)c2cccc(S(=O)(=O)N(Cc3ccccc3)c3ccccc3)c2)C1 (centres undefined)
  A: -2.0; B: 14; C: 3; D: 9; E: -4; F: -8; G: 5; H: -15; I: -14

> CCN(CC)CCNc1c2c(c(C#N)c3nc4ccccc4n13)CCCC2
  A: -0.8; B: 6; C: -10; D: -2; E: 10; F: -4; G: 7; H: 22; I: 10

> COC(=O)c1cc(NC(=O)c2cc(-c3ccccc3Cl)oc2C(F)(F)F)ccc1N1CCOCC1
  A: -0.7; B: 1; C: 10; D: 11; E: -11; F: -14; G: -12; H: 11; I: 11

> CCOc1ccccc1N1CCN(C(=O)c2ccc(S(=O)(=O)Nc3ccccc3)cc2)CC1
  A: 1.1; B: 14; C: 14; D: -3; E: -33; F: 8; G: -6; H: -7; I: -16

Further records.
Abbreviations – A = CRFR2-BP ag; B = TAAR1 agonist; C = CHRM5 antagonist; D = CRFR2-BP antag; E = M5 PAM; F = M5 ag; G = M4 PAM; H = CHO-K1 Ca PAM; I = TAAR1 antag
> COC(=O)C1=C(COc2ccccc2)NC(=O)NC1c1ccc(Br)cc1 (centres undefined)
  A: -0.9; B: 2; C: 6; D: -9; E: -7; F: 2; G: -2; H: 19; I: 1

> COc1cccc(CN(C)CC2CCCN(CCc3ccc(Cl)cc3)C2)c1OC (centres undefined)
  A: 1.4; B: 0; C: 5; D: 3; E: -3; F: -22; G: -11; H: 11; I: -1

> CCSc1sccc1C1C(C#N)=C(N)N(c2cccnc2)C2=C1C(=O)CCC2 (centres undefined)
  A: 3.0; B: 17; C: -6; D: 7; E: 5; F: 3; G: 12; H: -5; I: 3

> CN(C(=O)COC(=O)/C=C/c1ccc(S(=O)(=O)N2CCc3ccccc32)cc1)C1CCS(=O)(=O)C1 (centres undefined)
  A: -0.2; B: 0; C: 12; D: 2; E: 1; F: -4; G: 11; H: 10; I: 101*

> Cc1cc(C)n(-c2ccc(F)cc2)c(=O)c1C(=O)O
  A: -0.5; B: 0; C: -9; D: -5; E: 0; F: -3; G: 0; H: 12; I: 10

> COc1ccc2c(C)cc3nncn3c2c1
  A: 2.0; B: 8; C: -1; D: -6; E: 0; F: 5; G: 8; H: 16; I: -10

> O=C(NCc1ccccc1C(F)(F)F)C1CC(c2cccc(F)c2)=NO1 (centres undefined)
  A: -1.7; B: 17; C: 5; D: -14; E: -4; F: -1; G: 5; H: 14; I: -15

> COC(=O)Cc1ccc(NC(=S)N2CCN(c3ccccn3)CC2)cc1
  A: -0.2; B: 2; C: -2; D: 4; E: 5; F: 0; G: -4; H: -14; I: -5

> CC(C)c1nnc(NC(=O)COc2ccc3c(c2)OCO3)s1
  A: -1.2; B: 5; C: 0; D: -11; E: 3; F: -3; G: 5; H: 19; I: -11

> Cc1ccccc1CSCCC(=O)NCCC1=CCCCC1
  A: -0.4; B: 7; C: -3; D: 8; E: 6; F: -2; G: 19; H: 18; I: 53*

Remaining list, next part:
Abbreviations – A = CRFR2-BP ag; B = TAAR1 agonist; C = CHRM5 antagonist; D = CRFR2-BP antag; E = M5 PAM; F = M5 ag; G = M4 PAM; H = CHO-K1 Ca PAM; I = TAAR1 antag
> Cc1ccc(NC(=O)CSCC(=O)NCCc2ccccc2)c(C)c1
  A: -0.4; B: 26; C: 8; D: -2; E: -2; F: -3; G: 9; H: -1; I: 17

> COc1cc(S(=O)(=O)Nc2ccc(C)cc2)ccc1N=Cc1c(C)[nH]n(-c2ccccc2)c1=O
  A: -1.2; B: 0; C: 1; D: 24; E: -3; F: 0; G: 1; H: 17; I: 12

> O=C(NC1CCOc2ccccc21)c1ccc(=O)[nH]c1 (centres undefined)
  A: 0.4; B: 2; C: -7; D: -9; E: 12; F: -1; G: 0; H: 8; I: -16

> Oc1ccccc1-c1cc(-c2ccccc2)no1
  A: 1.0; B: 8; C: -8; D: -29; E: -8; F: -2; G: -5; H: 6; I: 35

> COc1cc2c(cc1OC)C1(CCCCC1)CN(C)C2
  A: -1.4; B: 3; C: -1; D: 0; E: 4; F: -4; G: -13; H: 3; I: -11

> CC(Sc1nncn1C)C(=O)Nc1nnc(C(C)C)s1 (centres undefined)
  A: 6.9; B: 0; C: 5; D: 6; E: -4; F: 1; G: 2; H: 20; I: -1

> Oc1ccc(Br)cc1C=Nc1ccc2c3c(cccc13)CC2
  A: 5.0; B: 5; C: 23; D: -38; E: -4; F: 21; G: -8; H: 3; I: 2

> COc1ccc(S(=O)(=O)N(CC(=O)O)c2ccccn2)cc1
  A: -2.0; B: 6; C: 7; D: 2; E: 1; F: -1; G: 0; H: 13; I: -4

> CCCS(=O)(=O)NC(=O)C1(C)CCN(C(=O)Cc2ccc3ccccc3c2)C1 (centres undefined)
  A: x; B: 1; C: 5; D: x; E: -2; F: 0; G: 5; H: -6; I: -22

> CC12CCC(c3c(C(=O)N4CCOCC4)nn(-c4ccccc4)c31)C2(C)C (centres undefined)
  A: -0.5; B: 7; C: 2; D: -2; E: 1; F: 1; G: -3; H: 11; I: -6

Another view of part of the listing above.
molecule	CRFR2-BP ag	TAAR1 agonist	CHRM5 antagonist	CRFR2-BP antag	M5 PAM	M5 ag	M4 PAM	CHO-K1 Ca PAM	TAAR1 antag
COc1cc(S(=O)(=O)Nc2ccc(C)cc2)ccc1N=Cc1c(C)[nH]n(-c2ccccc2)c1=O	-1.2	0	1	24	-3	0	1	17	12
O=C(NC1CCOc2ccccc21)c1ccc(=O)[nH]c1 (centres undefined)	0.4	2	-7	-9	12	-1	0	8	-16

Next section
Abbreviations – A = CRFR2-BP ag; B = TAAR1 agonist; C = CHRM5 antagonist; D = CRFR2-BP antag; E = M5 PAM; F = M5 ag; G = M4 PAM; H = CHO-K1 Ca PAM; I = TAAR1 antag
> O=C(O)C(Cc1c[nH]c2ccccc12)N1Cc2ccccc2C1=O (centres undefined)
  A: 1.1; B: 2; C: -13; D: 22; E: 0; F: 0; G: 10; H: 0; I: 16

> CCCC(=O)Nc1cccc(NC(=O)c2ccc3c(c2)OCCO3)c1
  A: -1.3; B: -1; C: -2; D: -10; E: 2; F: 2; G: 5; H: 24; I: 11

> COCCN(CCOC)C(=S)Nc1cc(S(=O)(=O)N(C)C)ccc1C
  A: 4.1; B: 0; C: 20; D: 3; E: -2; F: -2; G: -4; H: -8; I: -2

> COc1cc(N)c2ncccc2c1SC
  A: 7.0; B: 3; C: 3; D: -21; E: -2; F: 0; G: -1; H: -13; I: 0

> CCc1ccc(CN(C)C(C)C(=O)NCc2ccccc2)cc1 (centres undefined)
  A: 0.2; B: 3; C: 5; D: -8; E: -1; F: -9; G: -2; H: -24; I: -15

> Cc1ccc(S(=O)(=O)NC2=NCCC2)cc1
  A: -0.2; B: 1; C: 2; D: 11; E: -4; F: -7; G: 1; H: 12; I: 7

> O=C(c1ccc2c3c(cccc13)CC2)N1CCN(c2ncccn2)CC1
  A: -1.5; B: 6; C: 1; D: 0; E: 1; F: 0; G: 10; H: 21; I: -1

> O=C(CN1C(=O)NC2(CCOc3ccccc32)C1=O)N1CCCCC1 (centres undefined)
  A: -0.6; B: 3; C: -3; D: 3; E: 2; F: 0; G: 18; H: 17; I: -28

> CCOC(=O)CC(=O)CSc1nc(N)c(C#N)c(-c2ccc(F)cc2)c1C#N
  A: 3.0; B: 4; C: 11; D: 30; E: -6; F: -1; G: -12; H: 18; I: 13

> Cc1ccc2c(c1)N(CC(=O)NCCCN1CC(C)CC(C)C1)C(=O)c1cccnc1O2 (centres undefined)
  A: 6.3; B: 0; C: -5; D: -21; E: 3; F: -2; G: -3; H: -2; I: -13

Next section:
Abbreviations – A = CRFR2-BP ag; B = TAAR1 agonist; C = CHRM5 antagonist; D = CRFR2-BP antag; E = M5 PAM; F = M5 ag; G = M4 PAM; H = CHO-K1 Ca PAM; I = TAAR1 antag
> O=C1CCc2cc(NS(=O)(=O)c3cc(F)ccc3F)cc3c2N1CC3
  A: 0.1; B: 3; C: -2; D: -3; E: 2; F: 3; G: 5; H: -2; I: -17

> COC(=O)[C@@]1(Cc2ccc(OC)cc2)[C@@H]2C(=CC(=O)[C@H]2CC(=O)C(=O)N2CCCC2)CN1C(=O)c1ccccc1
  A: -3.0; B: x; C: -9; D: 6; E: 19*; F: 0; G: 15; H: 20; I: x

> O=C(NCCN1CCOCC1)c1ccc2c(c1)N(Cc1ccc(F)cc1)C(=O)c1ccccc1S2(=O)=O
  A: 1.4; B: 2; C: -1; D: -3; E: 2; F: -3; G: 2; H: -16; I: -13

> COCCCNC(=O)Cn1cc(/C=C(\C#N)C(=O)NC2CC2)c2ccccc21
  A: -2.5; B: -1; C: 8; D: 9; E: 2; F: 0; G: -3; H: 9; I: -6

> COc1ccc(C(C(=O)NC(C)(C)C)n2c(-c3ccc(=O)[nH]c3)nc3ccccc32)cc1 (centres undefined)
  A: x; B: -1; C: 14; D: x; E: -3; F: -5; G: -5; H: x; I: -23

> Clc1ccc(Cn2ncc3c(NCc4ccco4)ncnc32)c(Cl)c1
  A: -1.7; B: 12; C: x; D: 15; E: x; F: x; G: x; H: x; I: 53*

> CCOCCCn1c(SCC(=O)NCc2ccc3c(c2)OCO3)nc2ccccc2c1=O
  A: -0.2; B: 4; C: 18; D: 26; E: -12; F: -1; G: -2; H: 14; I: 34

> COc1ccc(NC(=O)COc2ccc(S(=O)(=O)N3CCOCC3)cc2C)cc1OC
  A: 2.6; B: 6; C: -4; D: -2; E: 3; F: 3; G: 1; H: 5; I: -17

Outcome played no part in choosing rows, and some 4.2% of all compounds hit somewhere here.
